Screens: PubChem BioAssay, several laboratories
PG9 binder – binds the HIV-1 gp120 antibody PG9. TR-FRET gp120-PG9 antibody binding. inhibition, % at 6.7 µM. 360,000 tested, 0.43% active; in the data active means inhibition above about 8.5%
SIAE primary – human SIAE inhibition, primary screen | AID 1053197 | inhibition, % at 9.66 µM | Q9HAT2 | SIAE FP-Rh probe binding, fluorescence polarization | 370,000 tested, 0.69% active;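 active means inhibition above a cutoff: mean of compounds within the control limits plus 3 SD of those, cut at about 17% in these data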;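 further: 0% = plate median of compound wells and 100% = probe without SIAE protein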
TDP2 absorb – TDP2 (human) inhibition, absorbance primary screen. O95551. recombinant TDP2, T5PNP hydrolysis, p-nitrophenol absorbance 415 nm. inhibition, % at 12.8 µM. 370,000 tested, 0.34% active;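 active means inhibition above the mean of all tested compounds plus 3 SD, set per campaign, cut at about 25% in these data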;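 further: 0% = DMSO with enzyme and 100% = buffer with substrate but no TDP2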
Target sequence (O95551 whole entry, looked up): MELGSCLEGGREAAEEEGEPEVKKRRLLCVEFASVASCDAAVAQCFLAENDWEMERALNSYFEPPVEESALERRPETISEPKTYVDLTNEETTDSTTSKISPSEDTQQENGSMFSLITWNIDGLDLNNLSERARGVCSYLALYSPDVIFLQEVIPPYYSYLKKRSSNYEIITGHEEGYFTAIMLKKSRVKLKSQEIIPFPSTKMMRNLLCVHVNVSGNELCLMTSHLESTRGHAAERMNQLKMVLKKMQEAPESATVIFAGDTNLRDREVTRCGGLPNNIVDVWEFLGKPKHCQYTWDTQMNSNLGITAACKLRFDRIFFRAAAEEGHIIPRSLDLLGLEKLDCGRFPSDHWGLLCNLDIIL
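Evaluation: % inhibition relative to enzyme-containing and enzyme-free wells. Material: recombinant human TDP2. Benchmarks: enzyme-free and DMSO wells. Timing: enzyme reaction with compound for 2 h at 37 °C. Compound dosing: 12.8 µM only. Measured by: p-Nitrophenol epi absorbance. Reagent: T5PNP substrate at 5 mM, a TopII-DNA adduct mimic. Replication: single well per compound.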
LEDGF integ inh – blocks HIV-1 LEDGF/p75-dependent DNA integration; AID 743269; 370,000 tested, 0.64% active; TR-FRET IN-LEDGF/p75 DNA integration, Eu/Cy5; inhibition, % at 3.7 µM;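 active means inhibition above the screen-wide mean plus 3 SD, cut at about 13% in these data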;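 further: signal is the Cy5 over europium emission ratio at 671 and 618 nm; 0% = plate median of compound wells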
PRMT1 FP inh – blocks human protein arginine methyltransferase 1 | AID 652257 | recombinant PRMT1, activity-based probe fluorescence polarization | inhibition, % at 2.79 µM | 370,000 tested, 1.3% active | Q99873;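 active means inhibition above about 21% made by adding two undisclosed values, limit read from the data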
NR1D1 modulator – Rev-erb alpha (human) modulation; P20393; Rev-erbα–FITC-DNA binding, fluorescence polarization, 90 min; activity, % at 10 µM; 370,000 tested, 0.79% active;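 active means activity above about 14%, limit read from the data; passing the limit was not always enough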;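 further: 0% = DMSO wells with 35 nM protein and 100% = DMSO wells with 750 nM protein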
Target sequence (P20393 whole entry, looked up): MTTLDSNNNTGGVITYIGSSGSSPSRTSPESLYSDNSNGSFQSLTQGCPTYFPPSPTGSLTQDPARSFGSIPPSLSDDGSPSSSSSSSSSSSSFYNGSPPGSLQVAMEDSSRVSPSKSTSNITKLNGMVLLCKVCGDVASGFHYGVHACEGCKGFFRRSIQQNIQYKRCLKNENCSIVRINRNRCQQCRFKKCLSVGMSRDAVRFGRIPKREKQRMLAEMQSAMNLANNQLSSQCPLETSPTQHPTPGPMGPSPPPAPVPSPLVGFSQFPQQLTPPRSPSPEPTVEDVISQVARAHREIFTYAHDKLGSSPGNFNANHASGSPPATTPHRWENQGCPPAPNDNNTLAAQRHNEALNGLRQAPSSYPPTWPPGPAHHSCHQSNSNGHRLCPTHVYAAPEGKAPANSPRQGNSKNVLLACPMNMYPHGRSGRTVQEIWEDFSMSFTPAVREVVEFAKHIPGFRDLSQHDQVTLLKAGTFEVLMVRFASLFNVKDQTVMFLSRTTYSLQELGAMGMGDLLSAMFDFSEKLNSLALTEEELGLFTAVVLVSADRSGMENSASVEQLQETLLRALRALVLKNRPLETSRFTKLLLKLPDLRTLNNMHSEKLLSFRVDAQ
mABHD4 FP – ABHD4 (mouse) inhibition, primary FP screen. Q8VD66. purified mABHD4, FP-Rh probe fluorescence polarization. inhibition, % at 8.92 µM. 370,000 tested, 0.54% active;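 active means inhibition exceeding the mean over every tested compound plus 3 SD, cut at about 30% in these data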;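 further: 0% = plate median of compound wells and 100% = S159A mutant with DMSO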
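Doses – 8.92 µM, single dose · Material – wild-type mouse ABHD4 protein · Replication – single well per compound (singlicate) · Measure – percent inhibition of probe binding, normalized to plate controls · Schedule – 45 min compound pre-incubation plus 60 min probe step, 25 °C · Detection – fluorescence polarization with parallel and perpendicular emission, 525/598 nm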
rCAG binder – r(CAG) repeat RNA binding; TO-PRO-1 dye displacement fluorescence; inhibition, % at 3 µM; 370,000 tested, 1.3% active; AID 651821;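 active means inhibition above the plate cutoff, the mean of all test compounds on that plate plus 3 SD, cut at about 35% in these data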;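 further: 0% = DMSO alone and 100% = 100 µM mitoxantrone as full dye displacement; higher means more dye released from RNA so lower well fluorescence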
HTRA1 inh – inhibitors of human serine peptidase HTRA1. Q92743. recombinant HTRA1, FP-rhodamine activity-based probe, fluorescence polarization. inhibition, % at 5.96 µM. 340,000 tested, 0.5% active; in the data active means inhibition above about 36%;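 further: 0% = enzyme with DMSO and 100% = wells lacking enzyme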
TCR CD3 inh – inhibitors of human TCR-CD3 interaction. TAMRA-labeled TCR probe fluorescence, biochemical. inhibition, % at 9.4 µM. 360,000 tested, 0.37% active; in the data active means inhibition above about 19%;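 further: recombinant mutant TCR 2C K166C tagged with TAMRA read by polarization; 0% = receptor in buffer alone and 100% = receptor with positive control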
An asterisk follows results filed as active; nt = not tested or not shown.

SMILES	PG9 binder	SIAE primary	TDP2 absorb	LEDGF integ inh	PRMT1 FP inh	NR1D1 modulator	mABHD4 FP	rCAG binder	HTRA1 inh	TCR CD3 inh
COCCNC(=O)C(c1ccc(O)cc1)N(C(=O)CCC(=O)Nc1nccs1)c1cccc(C)c1 (configuration not stated)	-1.8	-1	0	-1	1	-1	-1	-3	0	-1
CN(C)CCCCOc1ccc(F)cc1	-0.9	8	8	0	1	0	10	-4	3	2
Cc1nnc(NC(=O)CN2CCN(Cc3ccccc3)CC2)s1	-0.1	-2	-4	6	-1	-3	3	-3	1	-1
CSCCC(NC(=O)c1ccccc1Cl)C(=O)NCCOc1ccc(C)cc1 (configuration not stated)	0.9	8	9	2	-4	-4	-2	2	-1	-6
CCOC(=O)NC(Nc1ncccn1)(C(F)(F)F)C(F)(F)F	1.0	6	-1	3	0	1	9	-3	-3	-2
CCOc1cc(C(=O)NC(=S)Nn2cnnc2)cc(OCC)c1OCC	-1.2	-2	2	-1	0	-2	11	4	6	-5
CCC1CCCCN1C(=S)NN=C(C)c1ccccn1 (configuration not stated)	0.5	-2	-3	-5	24*	-2	5	1	nt	-2
C[n+]1ccc(C(=O)NCCC[N+](C)(C)C)cc1/C=N/O	3.3	0	0	2	3	3	-7	0	-8	-7
O=C(CN1C(=O)COc2ccccc21)c1cccc(Cl)c1	-0.5	-3	10	-1	5	-5	3	-1	-7	-3
COc1ccc(CCNC(=O)CCS(=O)(=O)c2ccc3c(c2)oc(=O)n3C)cc1OC	-0.9	6	1	1	-1	-7	5	1	2	6
CCOc1cc(/C=N/NC(=O)Cn2nc([N+](=O)[O-])cc2C)ccc1OCc1ccc(F)cc1	-2.3	-4	-1	-4	1	5	8	0	-7	-6
Cc1cc(C)c(S(=O)(=O)c2ccc(F)cc2C)c(=O)[nH]1	-0.4	2	8	-7	-4	-3	5	-4	-2	-4
CC1(C(=O)Nc2ccc3c(c2)OCCO3)CN(S(C)(=O)=O)CC(=O)N1CCc1ccccc1F (configuration not stated)	-0.4	2	7	-1	-7	3	-7	1	nt	4
O=C(CSc1ncnc2nc[nH]c12)N1CCOCC1	-1.5	0	-12	1	0	-1	0	0	6	-4
N#Cc1ccc(/C=C2\CC3(OC(=O)c4ccc(Cl)cc4)CCCN2C3)cc1 (configuration not stated)	nt	-5	-3	1	-5	-10	-1	4	nt	nt
CCCn1c(SCC(=O)NCCc2ccccc2)nnc1-c1ccco1	-1.5	-3	-14	3	6	1	-11	0	-3	5
O=c1[nH]c(C2CCN(S(=O)(=O)c3ccccc3)CC2)nc2c1nnn2Cc1cccc(Cl)c1	2.2	-6	-11	-4	7	1	-16	18	-47	-3
CCOC(=O)C1(C)CCN1C(=O)c1ccccc1OC (configuration not stated)	3.7	4	-6	2	-2	-6	8	2	nt	-8
CCOC(=O)CNC(=O)c1ccc(SCC)cc1	-1.8	6	9	-6	3	3	8	-1	-3	-7
CCCCn1c(N)c(N(CCOC)C(=O)COc2ccc(Cl)cc2)c(=O)[nH]c1=O	-1.6	-7	9	0	0	-2	-4	-2	1	1
COc1ccc([C@@H]2C[C@@H](c3ccccc3)Oc3cc(C)cc(C)c32)cc1	-0.8	-5	-13	-2	-1	3	-3	0	-17	2
CC(C)(C)OC(=O)N1CCC(CC2CC(c3ccccc3)=NO2)(C(=O)O)CC1 (configuration not stated)	-0.7	0	-2	-2	0	0	-2	10	-7	-2
CN1/C(=C\C(=O)Nc2ccc(F)cc2)C(C)(C)c2ccccc21	1.4	-3	-8	2	1	7	-1	2	-16	-4
O=C(NCc1cccs1)c1ccccc1[N+](=O)[O-]	-1.0	-3	0	-3	0	-6	-2	1	3	10
CCn1c(=S)sc2c(=O)[nH]c(SCC(=O)Nc3cc(OC)ccc3OC)nc21	-2.1	1	1	5	5	-5	-7	76*	-25	3
Cc1cccc(-c2nc(=S)c3c(n2Cc2ccco2)CCCC3)c1	1.7	-6	11	2	8	2	7	4	-13	7
O=C(CNC(=O)c1ccccc1)NC1(C(=O)NC2CCCC2)CCCCC1	0.3	-6	-8	-3	5	-1	-8	-1	3	-11
COc1cc(C(CCN2CCOCC2)c2c(OC)cc(OC)c3c(-c4ccccc4)cc(=O)oc23)cc(OC)c1OC (configuration not stated)	0.7	3	3	1	-2	-2	3	8	-5	1
O=C(COc1ccc(Br)cc1)NNC(=O)Cc1ccc(S(=O)(=O)N2CCOCC2)s1	-0.9	-14	4	4	1	-6	-3	5	4	3
O=C(NCc1ccco1)C1CCCN(S(=O)(=O)c2cc(Cl)ccc2Cl)C1 (configuration not stated)	-0.4	-7	-8	-5	2	-2	-1	-3	3	-10
O=C(Nc1ccc(C(=O)N2CCCC2)cc1)Nc1ccc(Cl)cc1Cl	0.0	1	-3	-2	-1	-1	-4	0	2	0
CC(C)(C)OC(=O)N1CCC[C@H]1c1nnc(SCC(=O)Nc2cccc(Cl)c2)o1	-1.8	0	-4	2	-2	1	2	-4	12	-1
O=C(Nc1nnc([C@H]2C[C@H](O)[C@@H](CO)O2)s1)Nc1cccc2c1CCCC2	1.1	-9	-2	0	0	-8	-3	5	nt	-7
O=C(NC(NC(=S)Nc1c(Cl)cccc1Cl)C(Cl)(Cl)Cl)OCc1ccccc1 (configuration not stated)	-1.5	-13	-10	2	0	13	-99	11	-34	-1
COC(=O)c1cc(=O)nc(NN=C2c3ccccc3-c3ccccc32)s1	-1.7	-37	3	3	1	4	3	38*	nt	0
COCC(=O)N(C)C[C@H]1N[C@@](C)(C(=O)OC)[C@H]2C(=O)N(Cc3ccccc3)C(=O)[C@@H]12	-2.0	0	-8	1	-1	-5	-4	1	2	8
COc1ccc(CCNC(=O)CSCC(=O)Nc2cc(S(C)(=O)=O)ccc2Cl)cc1	-1.3	2	-1	-1	-1	0	4	3	-4	7
O=C(NNC(=S)Nc1ccccc1)c1ccc2ncccc2c1	-1.1	6	-5	0	-2	1	8	7	-1	5
Cc1ccc(-c2cc(C(=O)Nc3nccs3)c3ccccc3n2)o1	-3.1	3	-14	3	36*	-6	3	21	-20	-6
Cc1cccc(OCC(=O)NCC(=O)n2nc(C)cc2C)c1	-0.1	2	14	1	-3	1	3	-6	7	-1
COc1ccc2nc(C)cc(SCC(=O)N/N=C/c3c(OC)ccc4ccccc34)c2c1	-1.8	-6	3	-1	0	-2	-2	3	-1	-1
COc1ccccc1C1CCN(Cc2cccc([N+](=O)[O-])c2)CC1	-0.4	5	1	-1	0	-2	-4	-8	-4	-6
CCCCc1c(-c2ccccc2F)ncn1CCc1ccccc1OC	0.2	-3	-2	1	2	6	6	-1	nt	8
COc1cccc(NC(=S)NC2CC(C)CC(C)(C)C2)c1 (configuration not stated)	1.5	1	-14	-2	-5	-5	-16	2	-22	-6
O=C(COC(=O)c1cccnc1Cl)NC1CCCc2ccccc21 (configuration not stated)	-0.7	2	3	-1	-1	-8	-8	2	12	-8
CCOC(=O)c1ccc(-c2ccc(/C=N/NC(=O)CN(c3cccc(C)c3)S(C)(=O)=O)o2)cc1	0.1	-6	9	-2	-1	1	-6	2	0	5
CCOC(=O)c1ccccc1NC(=O)c1ccc(NS(C)(=O)=O)cc1	-0.4	-9	11	0	-2	-1	-20	14	-11	2
O=C(c1ccccc1)N1CCCC(C(=O)N2CCc3ccccc3C2)C1 (configuration not stated)	0.4	11	0	3	-3	5	-2	-7	3	2
Cc1ccccc1CN1CCCCC(NC(=O)c2cccc(C#N)c2)C1=O (configuration not stated)	nt	1	-1	-4	1	0	3	3	nt	nt
COc1ccccc1-c1cc(NC=O)c2ncc(-c3cccc(C(C)=O)c3)n2c1	-2.8	-8	-13	3	-2	-4	-3	7	nt	0
Further results
SMILES	PG9 binder	SIAE primary	TDP2 absorb	LEDGF integ inh	PRMT1 FP inh	NR1D1 modulator	mABHD4 FP	rCAG binder	HTRA1 inh	TCR CD3 inh
COc1ccc(Cn2cnc3sccc3c2=O)cc1	2.2	-4	-6	-1	0	-1	6	0	1	7
COc1cc(C=O)ccc1OCCCCOc1ccccc1[N+](=O)[O-]	-0.7	-1	-1	-1	-1	17	1	-2	-11	6
CCc1ccc(NC(=O)C2CCN(S(=O)(=O)c3c(C)noc3/C=C/N(C)C)CC2)cc1	-1.1	7	6	7	-5	-1	-19	30	-67	3
COC(=O)C1CCCCN1C(=O)CCc1nnc(CCc2c[nH]c3ccccc23)o1 (configuration not stated)	-2.8	3	-7	-4	-1	-4	-2	0	1	2
C=CCN(CC=C)S(=O)(=O)c1ccc(NC(=S)NC(=O)/C=C/c2ccc(C)cc2)cc1	-2.1	-18	-2	-2	1	6	0	3	-7	2
CC(C)(C)C(=O)OCc1cn(-c2ccc(Cl)cc2)nn1	1.4	16	1	0	0	-4	-2	-5	1	-4
CC1Sc2ccc(C(=O)Nc3ccc(S(=O)(=O)N(C)C)cc3)cc2NC1=O (configuration not stated)	-0.3	-25	4	1	-1	0	-10	8	-14	4
COc1ccc2c(c1)OC[C@H]1[C@H]2N2C(=O)CN(Cc3ccc(C)cc3)C(=O)[C@@]2(C)[C@H]1c1ccccc1	-0.1	1	8	-2	3	1	-3	9	-57	-6
O=C(c1ccc([N+](=O)[O-])o1)N1CCc2ccccc2C1	-2.7	2	0	9	-5	3	-5	1	11	3
Cc1ccc(C(=O)NCc2ccc3c(c2)CCO3)cc1C	1.4	-12	7	-2	3	4	8	-3	2	-5

Complete entries as entered above. Values in the order: PG9 binder	SIAE primary	TDP2 absorb	LEDGF integ inh	PRMT1 FP inh	NR1D1 modulator	mABHD4 FP	rCAG binder	HTRA1 inh	TCR CD3 inh
Listed for COC(=O)C1CCCCN1C(=O)CCc1nnc(CCc2c[nH]c3ccccc23)o1 (configuration not stated) : -2.8	3	-7	-4	-1	-4	-2	0	1	2
Listed for COc1ccc(Cn2cnc3sccc3c2=O)cc1 : 2.2	-4	-6	-1	0	-1	6	0	1	7

Next section.
SMILES	PG9 binder	SIAE primary	TDP2 absorb	LEDGF integ inh	PRMT1 FP inh	NR1D1 modulator	mABHD4 FP	rCAG binder	HTRA1 inh	TCR CD3 inh
COc1ccc(N(CC(=O)Nc2c(C)n(C)n(-c3ccccc3)c2=O)S(=O)(=O)c2ccc(F)cc2)cc1	-1.7	13	-3	1	2	2	4	0	5	0
Cc1ccc(S(=O)(=O)N2CCOCC2)cc1NC(=O)COC(=O)CCC(=O)c1cccs1	-0.4	0	-21	0	0	-6	-8	4	-4	-5
CC(=O)N1CCN(S(=O)(=O)c2cccc(C(=O)NC3CCCC(C)C3C)c2)CC1 (configuration not stated)	1.0	4	-2	0	-2	2	3	2	-5	0
COc1ccc(C(=O)Nc2cccc(N(C)S(C)(=O)=O)c2)cc1OC	-1.2	1	-4	-1	-2	-7	2	-2	3	8
COc1ccc(-c2cc(=O)oc3cc(OCC(=O)NCC(O)c4ccccc4)ccc23)cc1 (configuration not stated)	0.7	-8	-7	-2	0	-19	-4	2	5	6
CCOC(=O)N1CCN(C(=O)CCSCCc2ccncc2)CC1	1.8	3	-5	-1	-1	1	-2	-1	6	5
Cc1nn(CC(=O)NCc2cccs2)c(=O)c2nn(-c3ccccc3)c(C)c12	-0.9	3	2	1	-1	-4	1	-3	2	14
NC(=NCCc1c[nH]c2ccccc12)NS(=O)(=O)c1ccc(F)cc1	-1.5	0	-4	-8	5	-1	-14	1	2	1

The list is partial; the hit share may differ from the screen's.
